# Source: PubChem (several laboratories)
# LMPTP block: LMPTP (human) inhibition; P24666; recombinant LMPTP-A, OMFP fluorogenic substrate, fluorescence intensity; inhibition, % at 20 µM; 360,000 compounds, 0.22% hits;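 active = compounds that cut the enzyme signal by at least half of the control window in the single-dose screen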;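 also: plate controls were DMSO wells with enzyme plus substrate for no effect and substrate without enzyme for full effect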
# Target sequence (P24666 whole entry, looked up): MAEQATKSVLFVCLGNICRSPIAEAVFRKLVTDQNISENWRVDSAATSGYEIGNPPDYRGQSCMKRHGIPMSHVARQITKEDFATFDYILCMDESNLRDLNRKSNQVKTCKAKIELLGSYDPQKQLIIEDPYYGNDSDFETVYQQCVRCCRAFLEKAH
#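 Material: LMPTP-A; amount: 0.625 nM enzyme; doses: single 20 µM dose; times: reaction 50 min, room temperature, dark; technique: fluorescence intensity of OMFP turnover product; benchmarks: no-enzyme and uninhibited controls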
# STEP inh: STEP (human) phosphatase inhibition; P54829; recombinant STEP, OMFP fluorogenic substrate, fluorescence; inhibition, % at 20 µM; 360,000 compounds, 0.25% hits;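 active = inhibition at 20 µM, scaled per plate between control wells, above about 37%, limit read from the data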;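 also: 0% = DMSO with enzyme and substrate and 100% = substrate only without enzyme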
# Target sequence (P54829 whole entry, looked up): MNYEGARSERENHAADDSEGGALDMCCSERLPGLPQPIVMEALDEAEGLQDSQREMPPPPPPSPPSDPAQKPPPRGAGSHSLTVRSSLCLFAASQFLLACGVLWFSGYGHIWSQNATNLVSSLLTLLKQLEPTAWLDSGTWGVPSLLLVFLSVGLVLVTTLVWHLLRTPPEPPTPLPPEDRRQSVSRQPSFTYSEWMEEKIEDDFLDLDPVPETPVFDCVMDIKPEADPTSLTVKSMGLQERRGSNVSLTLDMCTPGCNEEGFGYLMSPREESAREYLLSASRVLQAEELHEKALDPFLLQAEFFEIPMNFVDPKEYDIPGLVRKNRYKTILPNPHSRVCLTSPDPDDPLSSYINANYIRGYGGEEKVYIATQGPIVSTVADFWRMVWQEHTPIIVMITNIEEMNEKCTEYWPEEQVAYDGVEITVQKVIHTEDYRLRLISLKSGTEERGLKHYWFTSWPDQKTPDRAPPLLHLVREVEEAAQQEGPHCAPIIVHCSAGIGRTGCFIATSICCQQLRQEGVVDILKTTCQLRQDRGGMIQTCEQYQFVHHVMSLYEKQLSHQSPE
#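 medium = Bis-Tris buffer pH 6.0, 2.5 mM DTT, 0.005% Tween 20 | test system = STEP (striatal-enriched tyrosine phosphatase) enzyme, cell-free | measure = normalized % inhibition | compound dosing = 20 µM, 1% DMSO | also added = 25 µM OMFP | schedule = reaction 20 min, ambient temperature | measured by = fluorescence read at 480 nm ex / 540 nm em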
# Rin1 Abl inh: blocks binding of human Rin1 to Abl | TR-FRET Rin1/Abl binding, biochemical | P00519+Q13671 | inhibition, % at 7.35 µM | 360,000 compounds, 0.4% hits; in the data active = inhibition above about 5%, passing the limit was not always enough
# CSN inh: inhibitors of human CSN-mediated cullin deneddylation; Q92905; Purified CSN, SCF-Nedd8-OG deneddylation, fluorescence polarization; inhibition, % at 12.5 µM; 360,000 compounds, 0.38% hits; AID 651999;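 active = pattern-corrected inhibition above about 35%, with an unprinted fluorescence ratio check between 0.5 and 1.5, limit read from the data, passing the limit was not always enough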;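 also: 0% = enzyme with substrate and 100% = substrate without enzyme; some results filed as inactive read as strong as hits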
#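 Assay system: purified human Csn5 enzyme expressed in HEK293T cells; measure: % inhibition; also added: SCFSkp2-Nedd8OG substrate at 10 nM final; technique: fluorescence polarization; times: reaction 90 min, room temperature; medium: Tris buffer pH 7.5, NaCl, DTT, Tween-20, trehalose, ovalbumin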
# NadD inh: NadD (S. aureus) enzyme inhibition; purified NadD enzyme, colorimetric absorbance read-out; inhibition, % at 20 µM; 360,000 compounds, 0.78% hits; in the data active = inhibition above about 26%; also: some compounds past the cut are filed as inactive
# Scp1 inh: inhibitors of human Scp-1 phosphatase | 340,000 compounds, 0.88% hits | inhibition, % at 20 µM | AID 493091 | Recombinant Scp1, phosphopeptide, malachite green phosphate absorbance | Q9GZU7;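 active = inhibition above about 50% at 20 µM, limit read from the data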;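 also: plate controls were DMSO wells with enzyme for no effect and wells lacking enzyme for full effect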
#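 Material: truncated SCP-1 phosphatase (76-261aa) / Buffer or medium: 50 mM Tris acetate pH 5.5, 0.005% Tween-20, 10 mM MgCl2 / Compound dosing: one concentration, 20 µM, with 1.0% DMSO / Incubation: 45 min room-temperature reaction, 5 min colour, 30 min stabiliser / Detection: colorimetric free-phosphate detection, absorbance 630 nm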
# DNMT1 inh: DNMT1 (human) enzyme inhibition; P26358; DNMT1 molecular beacon, Hinp1I cleavage, fluorescence; inhibition (reported as % activation of signal), % at 10 µM; 360,000 compounds, 0.83% hits; in the data active = inhibition above about 50%
# Rpn11 inh: inhibitors of human proteasome Rpn11; calls only at 20 µM; O00487; AID 588493; 360,000 compounds, 0.59% hits; human 26S proteasome, Ub4-pepOG fluorescence polarization; 20S core pre-blocked with epoxomicin;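 active = inhibition at 20 µM, scaled to each plate's controls, above about 33%, limit read from the data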
# Target sequence (O00487 whole entry, looked up): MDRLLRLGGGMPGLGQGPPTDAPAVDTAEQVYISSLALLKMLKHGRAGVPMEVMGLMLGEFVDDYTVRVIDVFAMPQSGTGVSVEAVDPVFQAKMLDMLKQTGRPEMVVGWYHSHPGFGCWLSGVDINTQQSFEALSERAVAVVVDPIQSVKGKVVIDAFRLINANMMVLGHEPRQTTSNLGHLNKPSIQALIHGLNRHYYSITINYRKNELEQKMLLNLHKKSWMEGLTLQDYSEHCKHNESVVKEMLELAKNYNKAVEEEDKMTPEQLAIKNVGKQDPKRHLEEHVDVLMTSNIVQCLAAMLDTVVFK
# SUMO1-SIM PPI: alters human SUMO1 binding to SIM partners; inhibition, % at 20 µM; AID 602429; SUMO1 binding to a labelled peptide, TR-FRET, 1 h; 360,000 compounds, 0.33% hits; in the data active = inhibition above about 37%
# Neddylation inh: cullin neddylation inhibition. P61081+Q13564. TR-FRET cullin neddylation, biochemical. calls only at 25 µM. 360,000 compounds, 0.58% hits. AID 651699; in the data active = inhibition above about 36%
# * marks the source's active call; other numbers are inactive results; i = inactive; . = no result given; + = active, no number; & = joins results of further samples.
SMILES,LMPTP block,STEP inh,Rin1 Abl inh,CSN inh,NadD inh,Scp1 inh,DNMT1 inh,Rpn11 inh,SUMO1-SIM PPI,Neddylation inh
CCNC(=O)CN1C(=O)NC(Cc2ccccc2)(Cc2ccccc2)C1=O,-1.0,3,3,-2,-3,2,1,i,-2,i
O=C(/C=C/c1ccc(S(=O)(=O)NCc2ccco2)cc1)NCc1cccc(Cl)c1,2.8,-1,-4,-15,-10,-9,-13,i,-8,i
Cc1noc(C)c1C(=O)Nc1sc(C)c(C)c1C#N,0.0,-4,2,6,-3,5,-3,i,-4,i
Cc1cccc(Nc2ncccc2C(=O)O)c1C,0.1,-3,1,0,-4,-9,-1,i,5,i
COC(=O)C1=C(C)N(Cc2ccccc2)C(=NCCc2c[nH]c3ccccc23)N[C@H]1c1cccc(F)c1,1.3,-1,-3,5,10,22,-3,i,-12,i
Cn1cnc2c1c(=O)n(Cc1ccccc1)c(=O)n2C,-2.0,0,4,0,-1,-7,4,i,-4,i
CCC1CCCCN1CCCNC(=O)CN1C(=O)COc2ccc(S(=O)(=O)N3CCOCC3)cc21 (centres undefined),-2.5,0,1,0,-2,-1,1,i,2,i
Cc1ccc(OCCNC(=O)c2ccccc2SCC(=O)N2CCCC2)cc1,-9.1,-1,0,-9,6,-7,-5,i,-33,i
COC(=O)C1=C(C)Nc2ncnn2C1c1ccco1 (centres undefined),-0.2,-1,-6,3,-8,-12,1,i,0,i
O=C1c2ccncc2C(=O)N1C1CCCCC1,-0.5,1,-3,-2,5,4,5,i,-14,i
O=C(Nc1nc2ccccc2s1)c1cnccn1,-0.6,-2,1,-1,-5,-7,0,i,-7,i
CCOC(=O)[C@@H]1[C@H]2COc3ccccc3[C@@H]2N2C(=O)N(c3ccc(C)cc3)C(=O)[C@@]12C,-0.6,0,4,0,-7,-11,1,i,-4,i
CCOc1ccc(C(=O)NCC(=O)N2CC=C(c3ccccc3)CC2)cc1OCC,-0.4,3,2,-1,-2,-12,7,i,-4,i
COc1cc(NC(=O)c2cc(-c3cccc(O)c3)on2)cc(OC)c1OC,1.8,-4,1,2,3,-8,-9,i,1,i
COc1ccc(CCC(=O)Nc2cc([N+](=O)[O-])ccc2OC)cc1,1.4,-7,0,4,-9,-14,0,i,-19,i
CC(=O)c1c(C(C)=O)c(C)n(-c2cccc3cccnc23)c1C,-1.0,-3,-2,7,1,-2,2,i,0,i
CC(C)CC(c1nnnn1C(C)C)N1CCN(C(=O)c2ccco2)CC1 (centres undefined),-2.0,-1,0,3,-1,-11,1,i,3,i
Cc1cc(C(=O)Nc2cc(S(C)(=O)=O)ccc2Cl)no1,0.4,0,0,2,2,-7,0,i,6,i
Cc1c(C(=O)NN)sc(-c2ccccc2)c1C#N,-1.4,-1,-2,2,4,-7,-3,i,-7,i
N#C/C(=C(/O)COC(=O)COc1ccc(Cl)cc1)c1nc2ccccc2[nH]1,-0.8,0,-6,5,12,34,0,.,0,i
COc1cc(OC)cc(-c2cc3ccccc3c(=O)o2)c1,3.0,3,-4,-2,1,-17,-6,i,4,i
O=C1NC2(CCC3(CC2)OCCO3)NN1c1ccccc1,-0.5,1,5,-6,3,1,2,i,-1,i
CCCn1nnc(NC(=O)c2cccc(OCc3ccccc3)c2)n1,0.1,-4,-3,-2,-2,-4,0,i,1,i
CC(=O)c1cccc(NC(=O)c2cc(S(=O)(=O)N3CCCCC3)ccc2N2CCOCC2)c1,-1.0,-1,1,1,0,.,1,i,-1,i
C[C@H](NC(=O)c1nc[nH]c1C(=O)NCc1ccccc1)C(=O)OCc1ccccc1,1.1,-3,-2,-3,11,-5,-5,i,2,i
CCNc1oc(-c2ccccc2F)nc1S(=O)(=O)c1ccccc1,-0.3,-1,1,-3,-7,-7,2,i,2,i
CC12CC(NC(=O)N1CCc1ccccc1)c1ccccc1O2 (centres undefined),-0.3,-4,-4,4,-3,-7,-1,i,6,i
CC(=O)Nc1ccc(-c2ccnc3c2CC(C)(C(=O)Nc2ccc4c(c2)OCO4)O3)cc1 (centres undefined),-0.9,0,-3,-4,-1,.,-3,i,-3,i
Cc1noc(C)c1S(=O)(=O)N(C)C[C@H]1Oc2c(NC(=O)Nc3ccc4c(c3)OCO4)cccc2C(=O)N([C@H](C)CO)C[C@@H]1C,-1.9,4,-2,4,-1,1,0,i,5,i
Clc1cccc(N2CCN(c3ncnc4nc[nH]c34)CC2)c1,-2.2,0,-2,-2,1,-7,0,i,-4,i
CCN1CCN(Cc2ccc(NC(=O)c3ccc(C)c(NC(=O)C(=O)c4c[nH]c5ccccc45)c3)cc2C(F)(F)F)CC1,-2.9&1.0&1.3,1&2&-1,-4&0&0,1&1&-2,11&17&18,-6&2,-35&-4&-31,i,-99&-96&-159,i
COCCN(CCOC)C(=S)Nc1cc(S(=O)(=O)N(C)C)ccc1C,-2.0,0,1,0,-5,-7,1,i,2,i
COc1ccc(NC(=S)N2CCC(Cc3ccccc3)CC2)cc1,2.2,3,1,-3,0,0,-2,i,4,i
Cc1nc2ccc(NC(=O)c3ccc(C)c(S(=O)(=O)N4CCOCC4)c3)cc2s1,0.4,-2,-2,-5,0,-1,-2,i,8,i
C=CCC[C@@H](CCCCC)OC(=O)/C=C/[C@@H](O)[C@H](O)C[C@@H](O)CC=C,-1.1,.,.,-2,-11,.,.,.,1,i
CCN(C(=O)CN1C(=O)S/C(=C\c2ccccc2OC)C1=O)C1CCS(=O)(=O)C1 (centres undefined),-0.2,0,-4,7,-9,-6,-2,i,-37,i
O=Cc1nc(-c2ccc(Cl)cc2)n2ccccc12,-0.5,0,-4,1,2,-2,6,i,-22,i
C1=C(CCNc2ncnc3nc[nH]c23)CCCC1,-1.2,4,-2,0,2,-12,3,i,6,i
NC(COCc1ccccc1)c1csc(Nc2nncc3ccccc23)n1 (centres undefined),0.0,3,-5,3,7,.,-4,i,-47,i
O=C(Nc1ccc(Cl)cn1)c1cnn2cccnc12,-1.1,1,-1,1,-8,-7,3,i,-1,i
COCCNC(=O)c1ccc2c(c1)S(=O)(=O)c1ccccc1C2=O,0.4,-2,0,5,0,-18,2,i,-41,i
COC(=O)Cn1c2c(c3cc(C)ccc31)CCCC2NC(C)c1ccccc1 (centres undefined),2.4,9,1,2,-5,-5,0,i,1,i
COc1ccc(/C=N/NC(=O)c2nonc2C)cc1,-0.7,1,-2,-2,0,-10,4,i,-5,i
CSc1nc2ccc3nc(NC(=O)c4cccs4)sc3c2s1,16,3,-2,44*,-5,3,15,+,44*,.
COCCN(Cc1nc2ccccc2c(=O)[nH]1)C(=O)COc1ccccc1-c1ccccc1,1.2,1,1,-1,6,-5,0,i,-1,i
COC(=O)c1ccccc1N/C=C1\CCc2c(c(C)nn2-c2ccccn2)C1=O,0.3,2,-2,2,7,-9,6,i,-12,+
COc1cc(OC)c(OC)cc1/C=N/Nc1ncnc2c1[nH]c1ccc(C)cc12,1.8,8,-7,18,-3,-5,48,i,61*,i
C=CCn1c(SCC(=O)c2c(N)n(C3CC3)c(=O)[nH]c2=O)nnc1-c1ccc(OC)cc1,-1.5,-2,2,2,0,-5,6,i,2,i
CCCOc1ccccc1C1CC(=O)NC(C)=C1C(=O)OCC(C)C (centres undefined),3.0,2,-2,-4,-11,4,1,i,-1,i
O=C(CCn1ccc2ccccc21)Nc1ccc(N2CCOCC2)cc1,-1.5,-1,-2,3,-3,-1,-4,i,-3,i

# Further compounds follow.
SMILES,LMPTP block,STEP inh,Rin1 Abl inh,CSN inh,NadD inh,Scp1 inh,DNMT1 inh,Rpn11 inh,SUMO1-SIM PPI,Neddylation inh
Cc1ccc(SCc2nc3ccccc3n2CC(=O)Nc2c(C)cccc2C)cc1,0.5,-18,-3,6,6,0,27,i,1,i
CCOC(=O)N1CCN(C(=O)c2ccc(OC)c(OC)c2)CC1,-0.1,-4,-3,4,-4,-3,-1,i,-2,i
COC(=O)c1sccc1NC(=O)Nc1ccc(OC)cc1OC,0.9,0,2,0,-3,-10,1,i,-1,i
Cn1nnnc1SCc1nc2scc(-c3ccccc3)c2c(=O)[nH]1,-1.1,0,-1,4,-2,-14,-2,i,-5,i
O=C(NCc1ccc(F)cc1)c1cc2c(s1)CCCC2,1.8,-1,-3,3,-7,-2,-4,i,2,i
O=C(Nc1ccc(OC(F)(F)F)cc1)c1cc(S(=O)(=O)N2CCCCC2)ccc1N1CCOCC1,3.3,0,-1,7,-4,.,2,i,-1,i
Cc1cnc(CN2CCCC(C(=O)c3ccc4c5c(cccc35)CC4)C2)[nH]1 (centres undefined),0.8,-2,0,5,7,-1,2,i,-12,i
COc1cccc(-n2c(Cc3cc(=O)[nH]c(=O)[nH]3)nnc2SC(C)C)c1,-1.8,-2,0,-6,-3,0,1,i,7,i
CN1CCN(CC(=O)NC23CC4CC(CC(C4)C2)C3)CC1,-4.0,-4,0,4,-8,-13,0,i,-5,i
Cc1ccc(Oc2nc3ccccc3n3c(C)nnc23)c(C)c1,-1.5,-1,-2,1,4,-2,3,i,-2,i

# Random excerpt: 6 records from the list.
SMILES,LMPTP block,STEP inh,Rin1 Abl inh,CSN inh,NadD inh,Scp1 inh,DNMT1 inh,Rpn11 inh,SUMO1-SIM PPI,Neddylation inh
O=C(NCc1ccc(F)cc1)c1cc2c(s1)CCCC2,1.8,-1,-3,3,-7,-2,-4,i,2,i
CCOC(=O)N1CCN(C(=O)c2ccc(OC)c(OC)c2)CC1,-0.1,-4,-3,4,-4,-3,-1,i,-2,i
CN1CCN(CC(=O)NC23CC4CC(CC(C4)C2)C3)CC1,-4.0,-4,0,4,-8,-13,0,i,-5,i
Cc1ccc(Oc2nc3ccccc3n3c(C)nnc23)c(C)c1,-1.5,-1,-2,1,4,-2,3,i,-2,i
COC(=O)c1sccc1NC(=O)Nc1ccc(OC)cc1OC,0.9,0,2,0,-3,-10,1,i,-1,i
Cc1cnc(CN2CCCC(C(=O)c3ccc4c5c(cccc35)CC4)C2)[nH]1 (centres undefined),0.8,-2,0,5,7,-1,2,i,-12,i

# (cont.)
SMILES,LMPTP block,STEP inh,Rin1 Abl inh,CSN inh,NadD inh,Scp1 inh,DNMT1 inh,Rpn11 inh,SUMO1-SIM PPI,Neddylation inh
CC(NC(=O)C1CCC1)c1ccc(Cl)cc1 (centres undefined),-2.7,-1,-2,2,-2,-4,0,i,2,i
Cn1cccc1C(=O)NC(=O)COC(=O)CC12CC3CC(CC(Br)(C3)C1)C2,1.1,-1,4,5,3,-7,-14,i,0,i
O=C(CN1C(=O)CCSc2ccccc21)Nc1ccc2c(c1)OCCO2,0.2,0,0,-3,-6,-1,3,i,2,i
CCOc1ccc(N/C(SC)=C(/C#N)C(N)=O)cc1,0.0,6,-1,4,5,9,1,i,-1,i
COc1ccc(OC)c(C(=O)CSc2nnc(C3CC3)n2C2CC2)c1,-0.6,-2,1,-2,1,.,4,i,-7,i
CCOC(=O)C1CCCN(C(=O)COc2ccccc2O)C1 (centres undefined),-0.2,-6,0,-4,-3,-5,-3,i,-1,i
